Screening data as filed in PubChem BioAssay.
Mito fusion act: mitochondrial division inhibition or fusion activation; S. cerevisiae fusion-defective mutant growth rescue, CellTiterGlo 48 h; Potency, µM (series often up to 46.1 µM), for inactives: at the top dose growth rescue (activation), most hits filed as activators; 0.23% of 320,000 active;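 further: potency means the concentration at half of the fitted maximal effect; % of control where 0% means no effect; nearly all actives have a fitted effect of over 45% in size; temperature-sensitive fusion mutants such as fzo1-1 at 37 °C on non-fermentable ethanol glycerol medium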
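Temperature-sensitive fusion-defective S. cerevisiae (e.g. fzo1-1, mgm1-5) were grown with compound in YPEG medium (3% ethanol, 3% glycerol) for 48 hours at 37C. Growth rescue was measured as viability by CellTiterGlo luminescence after 10 minutes at ambient.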
TSHR antag: antagonists of human thyroid stimulating hormone receptor. P16473. TSHR-expressing cells, TSH-stimulated cAMP HTRF, 2 h; hits give low values. activity change, negative = inhibition, % at 11.5 µM. 0.2% of 330,000 active. AID 504810;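 active means activity change below a set negative limit, meaning inhibition stronger than a set level, cut at about -70% in these data; inconclusive means activity change between two set negative limits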; further: on the % scale 0 is the no-effect control and ±100 the full control effect
Target sequence (P16473 whole entry, looked up): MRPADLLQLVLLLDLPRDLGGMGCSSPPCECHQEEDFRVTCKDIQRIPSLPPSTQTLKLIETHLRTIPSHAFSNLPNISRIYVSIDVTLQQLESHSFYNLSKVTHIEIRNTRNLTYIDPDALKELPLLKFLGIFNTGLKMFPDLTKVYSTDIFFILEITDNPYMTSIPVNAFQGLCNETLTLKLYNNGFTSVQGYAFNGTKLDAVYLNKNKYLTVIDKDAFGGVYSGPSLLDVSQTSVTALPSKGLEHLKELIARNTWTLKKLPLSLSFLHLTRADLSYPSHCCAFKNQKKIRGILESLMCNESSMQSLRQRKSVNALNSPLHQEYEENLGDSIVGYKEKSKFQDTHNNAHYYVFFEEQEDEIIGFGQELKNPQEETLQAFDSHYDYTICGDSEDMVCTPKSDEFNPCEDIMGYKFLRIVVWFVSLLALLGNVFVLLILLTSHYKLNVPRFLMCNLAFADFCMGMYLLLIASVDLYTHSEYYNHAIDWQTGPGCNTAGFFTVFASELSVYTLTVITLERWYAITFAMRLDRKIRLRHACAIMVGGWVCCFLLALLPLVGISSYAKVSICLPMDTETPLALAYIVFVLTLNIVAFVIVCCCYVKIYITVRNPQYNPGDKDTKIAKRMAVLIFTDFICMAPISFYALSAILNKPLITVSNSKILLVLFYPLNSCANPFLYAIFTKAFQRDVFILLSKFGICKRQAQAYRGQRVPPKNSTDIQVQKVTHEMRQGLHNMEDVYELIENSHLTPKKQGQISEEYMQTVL
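Inhibition of cAMP made by TSHR-expressing cells under TSH stimulation (4nM final, EC80; 2 h, 37 deg C) is quantified with a one-step lysis HTRF kit, anti-cAMP cryptate versus cAMP-d2.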
ELG1 DNA repair: inhibitors of ELG1-dependent DNA repair in HEK293T cells; HEK293T ELG1-luciferase reporter, luminescence, 16 h; DNA damage induced by 5-fluorouridine; Potency, µM (highest dose often 46.1 µM), for the others: top-dose activity change, negative = inhibition, usual class: inhibitors; 2.3% of 330,000 active; AID 504467; further: potency means the concentration at half of the fitted maximal effect; on the % scale 0 is the no-effect control and ±100 the full control effect; nearly all actives have a fitted effect of over 55% in size
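Cells (2,000 per well) received 5-fluorouridine plus test compound or DMSO and were incubated 16 hr at 37 °C, 5% CO2. Luciferase activity was read by luminescence 30 min after ONE-Glo addition; signal suppression marked inhibition of damage-induced ELG1 function.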
BCR signal inh: inhibitors of chronic active B-cell receptor signaling | Potency, µM (highest dose often 46.1 µM), without a hit: at the top dose ratio change, negative = lower green/red ratio, usual class: inhibitors | 0.05% of 340,000 active | ABC-DLBCL IkBa-CBG/CBR reporter, luminescence ratio, 4 h; active means well fitted inhibition curve with a large enough effect in the signal ratio, with a control signal flat, not every such curve was filed as active; inconclusive means small, poorly fitted or top-dose-only effect, or effect the other way, or a change in a side signal; the % refers to the signal ratio;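 further: potency means the concentration at half of the fitted maximal effect; plate controls were basal doxycycline-induced cells for no effect and cells given 10 µM MG132 for full effect; MG132 reads +100%, hits lower the ratio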
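Concentration-response series (up to 46 uM) were applied to TMD8 dual-reporter cells for 4 h at 37C with doxycycline. Green/red ratio, after filter-overlap correction, defined %Activity; red signal alone was normalised to basal cells and zero luminescence.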
Tb PFK inh: blocks T. brucei phosphofructokinase; T. brucei PFK, ADP-Glo luminescence; Potency, µM (series often up to 57.5 µM), for inactives: at the highest dose activity, negative = inhibition, usual class: inhibitors; 0.17% of 330,000 active;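 further: potency means the concentration at half of the fitted maximal effect; 0% = uninhibited 1x PFK enzyme wells and -100% = no-enzyme wells; nearly all actives have a fitted effect of over 60% in size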
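1.25 nM PFK with 0.5 mM F6P and 0.1 mM ATP in 0.1 M TEA pH 8.0, 5 mM MgCl2, incubated 45 min at room temperature; ADP measured by ADP-Glo luminescence; compounds titrated up to 57 uM.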
AT treatment: candidate therapy for ataxia-telangiectasia | […] A-T fibroblasts, KAP-1 phosphorylation AlphaLISA; neocarzinostatin DNA damage 30 min before lysis | Potency, µM (highest dose often 57.5 µM), without a hit: at the highest dose activation, hits mostly activators | 0.19% of 320,000 active; further: potency means the concentration at half of the fitted maximal effect; % of control where 0% means no effect; nearly all actives have a fitted effect of over 45% in size
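hTERT-immortalized A-T patient fibroblasts ([…]), 500 cells/well in OPTI-MEM, 1% FBS, got compounds for 60 min, then NCS for 30 min at 37C. Lysates were then assayed for phospho-KAP-1 by AlphaLISA (anti-pKAP1 donor, anti-KAP1 acceptor beads), 6 hr at 25C.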
S-ASM inh: blocks human secretory acid sphingomyelinase; P17405; placental ASM, HMU-PC fluorogenic substrate, 60 min; Potency, µM (top dose mostly 57.5 µM), without a hit: at the highest dose activity change, negative = inhibition, usual class: inhibitors; 0.006% of 340,000 active; AID 504937; further: potency means the concentration at half of the fitted maximal effect
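Human placenta-derived ASM preincubated with compound 10 min at room temperature, then reacted with 9 uM (final) fluorogenic HMU-PC substrate for 60 min at 37 C. Stop solution raises pH to 10; fluorescence read at Ex 386/Em 447 nm.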
TSG101-PTAP inh: blocks PTAP/TSG101 interaction to inhibit HIV-1 budding; Q99816; Fluorescence polarization, FITC-PTAP peptide / Tsg101 binding; Potency, µM (doses to about 115 µM), for inactives: at the top dose activity change, negative = inhibition, actives largely listed as inhibitors; 340,000 tested, under 10 active; active means well fitted inhibition curve with a large enough effect in the main read-out, with a control signal flat, not every such curve was filed as active; inconclusive means small, poorly fitted or top-dose-only effect, or effect the other way, or a change in a side signal; inactive means no such curve, though single readings can be large or run the other way; further: potency means the concentration at half of the fitted maximal effect; % of control where 0% means no effect
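Fluorescence polarization binding of Tsg101 binding domain (10 uM final) to FITC-labeled PTAP peptide (50 nM final) in HEPES pH 7.5 buffer with NaCl, Tween 20, EDTA, TCEP. Compounds added before peptide; binding 20 min at RT.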
TCR act: activators of T cell receptors; primary human leukocytes, anti-CD3, IL-2 HTRF, 48 h; Potency, µM (titrated, usually from 9.22 µM), inactives show at the highest dose activation of IL-2 secretion, usual class: activators; 330,000 tested, under 10 active; AID 504894; further: % of control where 0% means no effect
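Activity was scored as IL-2 release from primary human leukocytes given only a TCR signal (a-CD3 beads) plus compound for 48 hr. Detection used a two-antibody HTRF format read at 665nm.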
a7 integrin act: activators of alpha7 integrin expression for muscular dystrophy | 0.064% of 350,000 active | alpha7betagal myoblasts, beta-gal FDG fluorescence, 48 h | Potency, µM (doses to about 38.3 µM), inactives show top-dose activation, most hits filed as activators | AID 624291;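 further: potency means the concentration at half of the fitted maximal effect; 100% = response of the positive control SU9516; nearly all actives have a fitted effect of over 60% in size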
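alpha7betagal+/- myoblasts (passage 13, 250/well) treated 48 h at 37C with compounds at 1:260 dilution of DMSO stock. Lysed, then beta-galactosidase activity read as FDG fluorescence (ex 480/em 540) after 30 min, with pre-read for autofluorescence.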
Eya2 phos inh: inhibitors of human Eya2 phosphatase activity | recombinant Eya2, OMFP fluorescence dephosphorylation (OMFP is methylfluorescein phosphate) | Potency, µM (doses to about 76.9 µM), for inactives: top-dose activity, negative = inhibition, usual class: inhibitors | 0.006% of 330,000 active | AID 488837; further: potency means the concentration at half of the fitted maximal effect; on the % scale 0 is the no-effect control and ±100 the full control effect
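Eya2 (0.2 uM) preincubated 10 min at ambient with compound, then OMFP substrate added at 50 uM; 10 min reaction in 50 mM HEPES pH 7.5, 50 mM NaCl, 5 uM MgCl2, 0.05% BSA, 1 mM DTT. Fluorescence read at Ex 485/Em 525 nm.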
An asterisk follows results filed as active; u = inconclusive; x = not tested or not shown; [ ] = remark or other dose. Unless noted, the call rests on the fitted dose curve; in most records, active means well fitted curve in the direction sought with a large enough effect; inconclusive means small, poorly fitted or top-dose-only effect, or another doubt; inactive means no such curve, though single readings can be large; an effect the other way counts as inactive or inconclusive.

SMILES	Mito fusion act	TSHR antag	ELG1 DNA repair	BCR signal inh	Tb PFK inh	AT treatment	S-ASM inh	TSG101-PTAP inh	TCR act	a7 integrin act	Eya2 phos inh
CCC(C)N(C(=O)c1csnn1)C(C(=O)NC1CCCC1)c1ccccc1F (configuration not stated)	2%	15	u	-3%	-8%	4%	3%	-1%	-4%	-24%	x
Cc1nc(C(C)NC(=O)c2ccc(OC3CCN(Cc4ccccn4)CC3)cc2)c(C)s1 (configuration not stated)	4%	19	7%	-1%	12%	-8%	0%	-3%	4%	0%	5%
CN(Cc1ccccc1)C(=O)c1cccc(NC(=O)C2CCCN(C(=O)OC(C)(C)C)C2)c1 (configuration not stated)	x	-18	26µM*	-3%	1%	1%	-4%	-4%	-11%	-13%	-11%
CCOC(=O)CC(=O)CSc1nc(C)nc2c1oc1ccccc12	4%	1	5%	u	3%	-4%	2%	0%	0%	-22%	-23%
COc1ccccc1-c1nc(N)n[nH]1	-3%	7	7%	u	-7%	-3%	10%	-1%	-5%	4%	-2%
Cc1ccsc1C(=O)NNC(=O)C1CCCCC1C(=O)O (configuration not stated)	-1%	-6	u	u	2%	2%	2%	-2%	-2%[46.1 µM]	5%	-9%
CCCCn1c(N)c(N(CCOC)C(=O)c2cc(-c3ccc(F)cc3)nc3ccccc23)c(=O)[nH]c1=O	2%	1	u	-3%	-6%	1%	53%[activator]	-1%	7%	21%	16%
CCc1cccc2c(C(=S)N3CCCC3)c[nH]c12	-4%	19	15%	-24%	-17%	7%	3%	-4%	6%	24%	-15%
CC1CCC/C(=C\Nc2ccc3c(c2)OCO3)C1=O (configuration not stated)	0%	-11	u	-1%	4%	6%	3%	-5%	4%	0%	-8%[15.4 µM]
C=CCn1c(-c2cccnc2Cl)nc2cc(Cl)c(Cl)cc21	4%	-2	u	3%	0%	-8%	27%	-7%	x	6%[7.66 µM]	1%
COc1ccc(CNC(=O)[C@H](NC(=O)C2CCN(C(=O)[C@@H](N)CCSC)CC2)C(C)C)cc1	2%	31	u	3%	-4%	1%	2%	-1%	0%	-2%	-18%
COc1ccc([N+](=O)[O-])cc1NC(=O)COC(C)=O	7%	10	0%	16%	5%	10%	6%	-2%	5%	-1%	-3%
CCOC(=O)c1sc(=NC(=O)COc2ccc(Cl)cc2)n(C)c1C	4%	-3	-8%	u	-1%	0%	-3%	-1%	4%	14%	-11%
COc1ccc(-c2nc(CN3CCC(C(=O)NCC4CCCO4)CC3)c(C)o2)cc1OC (configuration not stated)	2%	2	10%	-5%	-4%	5%	-3%	0%	-15%	-34%	3%
COc1ccc(N(CC(=O)Nc2cccc(C(F)(F)F)c2)S(=O)(=O)c2c(C)[nH]c(=O)[nH]c2=O)cc1	-11%	-2	16%	1%	2%	-2%	0%	-7%	2%	u	1%
Cc1nnc(N2C(=O)C(O)=C(C(=O)c3ccco3)C2c2cccc([N+](=O)[O-])c2)s1 (configuration not stated)	0%	13	0%	14%	-1%	3%	0%	x	5%	21%	-3%
CC(C)c1cc(N2CCC(=O)NC2=O)cc(C(=O)O)c1O	-15%	0	1%	1%	2%	3%	10%	-3%	2%[46.1 µM]	23%	-17%
O=C(O)C1CCCN(S(=O)(=O)c2ccc(Br)s2)C1 (configuration not stated)	17%	2	-2%	0%	-6%	3%	-3%	0%	-4%	13%	17%
COCCCn1c(=O)c2sccc2n2c(CCCC(=O)NCc3cccc(OC)c3)nnc12	0%	-3	1%	-1%	-1%	-7%	2%	-5%	-7%	15%	8%
COc1cccc(-c2nc3sc4c(c3c(=O)[nH]2)CCCCC4)c1	-2%	12	u	0%	0%	-3%	57%[activator]	0%	-4%[46.1 µM]	15%	2%
COc1ccc(CCNS(=O)(=O)c2cn(C)c(=O)n(C)c2=O)cc1OC	-1%	2	9%	u	-2%	5%	0%	-3%	-4%	-15%	-1%
COc1cc(C(=O)OCc2cc3ccccc3[nH]c2=O)cc(OC)c1OC	0%	-1	u	-25%	0%	2%	-2%	-7%	2%[46.1 µM]	-10%	-2%
Cc1ccc(C)c(OCCn2nnc3ccccc32)c1	-2%	-31	u	0%	-2%	2%	-1%	-7%	x	0%	-2%
Cc1c(O)ccc(/C=N/Nc2ncccc2[N+](=O)[O-])c1O	-3%	-7	u	0%	-5%	-5%	-1%	-4%	4%	23%	2%
CC(Oc1ccc(Cl)cc1Cl)C(=O)Nc1ncccn1 (configuration not stated)	0%	4	u	u	0%	19%	-1%	-6%	1%	6%	5%
C/C(=N/NC(=O)c1nnn(-c2nonc2N)c1COc1ccccc1)c1ccc(O)cc1	6%	3	10%	3%	-6%	4%	9%	-3%	-6%	12%	-5%
CN1CCC(CN)(N2CCN(c3ccccc3)CC2)CC1	0%	-1	-1%	u	24%	0%	5%	0%	2%	-43%	5%
CN1CCCN(C(=O)c2cccc(Cl)c2)CC1	-1%	37	1%	2%	3%	3%	2%	0%	5%	16%	3%
O=S1(=O)N=C(N(Cc2cccs2)c2ccc(O)cc2)c2ccccc21	0%	0	-6%	3%	-2%	2%	13%	-6%	-6%	u	-6%
CCOc1cc(C(=O)Nc2cc(C(=O)OC)ccc2C)ccc1OCC(=O)N1CCOCC1	-4%	0	0%	-6%	6%	-1%	-6%	-3%	2%	13%	6%
Cc1nn2c(=O)cc(CSc3ccccc3NC(=O)c3ccccc3)nc2s1	5%	-9	10%	4%	-3%	3%	2%	-6%	-3%	-2%	8%
C=CCOc1ccc(C2NC(=S)NC(C)=C2C(=O)c2ccccc2)cc1OC (configuration not stated)	-2%	10	-2%	1%	-2%	0%	-1%	-4%	1%[46.1 µM]	16%	-3%
COc1ccc(NC(=O)NC[C@@H]2CC[C@@H](Cc3ccc(-c4ccccc4)cc3)O2)cc1	x	-25	-29%	0%	-8%	7%	-18%	-1%	1%[46.1 µM]	-5%	3%
Cc1cc(NC(=O)CSc2nnc(-c3ccccc3)n2Cc2ccco2)no1	0%	14	-22%	u	-3%	13%	-1%	-8%	-7%	-14%	-3%
CC(CN(C)Cc1ccccc1)OC(=O)c1cccc(F)c1 (configuration not stated)	12%	4	u	4%	-3%	10%	-2%	0%	2%[46.1 µM]	7%	8%
CNC(=S)NNc1ccccc1[N+](=O)[O-]	-6%	5	4%	0%	-4%	-4%	-1%	1%	2%	-29%	12%
O=C(/C(C=Nc1cc2c(oc1=O)CCCC2=O)=C(\O)c1ccccc1)c1ccccc1	3%	-13	u	u	2%	-3%	-2%	-1%	8%	-2%	-9%
Nn1c(SCC(=O)N2CCOCC2)nnc1-c1ccc(Cl)cc1Cl	-3%	-6	-6%	-2%	5%	0%	4%	-5%	-10%	6%	-1%[15.4 µM]
CCCCN(c1ccccc1)S(=O)(=O)N(C)C	0%	-4	4%	5%	0%	3%	-2%	2%	-1%	12%	-3%
COc1ccc(N/C=C/C(=O)C(C)(C)C)cc1	-3%	5	2%	u	9%	0%	4%	-1%	-6%	3%	-2%
CCC(=O)Nc1ccc(Nc2nc(C)c([N+](=O)[O-])c(Nc3ccc(NC(=O)CC)cc3)n2)cc1	-5%	-21	12µM*	u	1%	-1%	-18%	2%	1%[46.1 µM]	-22%	3%
Cc1nn(CC(=O)NCCN2CCCCC2C)c(=O)c2cc(-c3ccccc3)nn12 (configuration not stated)	5%	-5	9%	1%	-3%	4%	-1%	-11%	2%	-17%	-3%
COc1ccc(Cc2nnc(SCC(=O)Nc3ccc(C)cc3C)[nH]c2=O)cc1	-5%	-5	4%	7%	-11%	1%	0%	-2%	15%	18%	-19%
CCOC(=O)C1CCN(CCC(=O)Nc2cccc(Cl)c2C)CC1	-2%	-1	-24%	-1%	2%	6%	-1%	-3%	x	-14%	-12%
